Mtb UGM inh – M. tuberculosis UGM enzyme inhibitors, primary screen, biochemical, fluorescence polarization, single point; hit rate 0.06% among 320,000; inhibition, % at 10 µM; purified UGM, fluorescence polarization probe displacement; UDP-galactopyranose mutase (Mycobacterium tuberculosis (strain ATCC 25618 / H37Rv)), …; in the data active means inhibition above about 10%, passing the limit was not always enough; inconclusive means no clear call, values can overlap the other calls
Target sequence (P9WIQ1 whole entry, looked up): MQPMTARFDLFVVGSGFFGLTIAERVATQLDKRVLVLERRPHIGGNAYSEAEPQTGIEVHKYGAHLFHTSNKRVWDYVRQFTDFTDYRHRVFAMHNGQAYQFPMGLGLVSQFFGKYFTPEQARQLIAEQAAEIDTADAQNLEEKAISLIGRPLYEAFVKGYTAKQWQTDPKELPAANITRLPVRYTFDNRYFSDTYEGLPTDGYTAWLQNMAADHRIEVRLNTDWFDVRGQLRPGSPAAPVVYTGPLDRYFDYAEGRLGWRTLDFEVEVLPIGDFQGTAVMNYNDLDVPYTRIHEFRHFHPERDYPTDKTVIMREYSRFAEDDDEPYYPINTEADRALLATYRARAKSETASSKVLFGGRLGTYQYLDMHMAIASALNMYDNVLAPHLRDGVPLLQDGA
FBA Mtb inh – Mtb FBA enzyme inhibitors, primary screen, biochemical, fluorescence, strain H37Rv | inhibition, % at 1 µM | hit rate 2.3% among 360,000 | AID 588726, 2011 | purified M. tuberculosis FBA, fluorescence read-out; in the data active means inhibition above about 27%;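 further: 0% = vehicle and 100% = reference inhibitor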
Target sequence (P9WQA3 whole entry, looked up): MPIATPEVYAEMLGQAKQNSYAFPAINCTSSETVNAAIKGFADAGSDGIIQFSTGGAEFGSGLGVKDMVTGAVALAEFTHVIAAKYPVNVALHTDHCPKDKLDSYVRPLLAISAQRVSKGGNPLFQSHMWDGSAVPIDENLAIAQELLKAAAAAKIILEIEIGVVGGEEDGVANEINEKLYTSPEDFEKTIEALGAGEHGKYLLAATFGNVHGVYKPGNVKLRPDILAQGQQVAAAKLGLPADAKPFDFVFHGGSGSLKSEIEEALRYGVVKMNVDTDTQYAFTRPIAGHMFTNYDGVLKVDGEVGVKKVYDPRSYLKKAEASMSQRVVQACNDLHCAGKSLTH
BoNT A protease – BoNT/A light chain protease inhibitors, primary screen, biochemical, flow cytometry, MLPCN library; Botulinum neurotoxin type A light chain protease (Clostridium botulinum A str. ATCC 3502); multiplex microsphere protease substrate cleavage; inhibition, % at 10 µM; hit rate 0.17% among 360,000; in the data active means inhibition above about 30%; inconclusive means no clear call, values can overlap the other calls; further: plate controls were buffer without enzyme for full effect and enzyme alone for no effect
GDH-TPI counter – GDH-TPI coupling enzyme inhibitors, primary screen, artefact control for M. tuberculosis FBA inhibitor project, biochemical, absorbance, full deck; GDH-TPI coupled enzyme counterscreen, NADH absorbance; inhibition, % at 4.8 µM; hit rate 1.2% among 360,000; AID 588335, 2011;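 further: 0% = DMSO wells and 100% = wells lacking the enzyme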
FadD28 FP inh – inhibitors of FadD28 bisubstrate probe binding, primary screen, biochemical, fluorescence polarization, single point. inhibition, % at 12.5 µM. hit rate 0.22% among 360,000. AID 588549, 2011; in the data active means inhibition above about 8.5%, passing the limit was not always enough; inconclusive means no clear call, values can overlap the other calls
PrPC surface inh – inhibitors of human cell surface prion protein PrPC, primary screen, cell-based, TR-FRET; TR-FRET read-out; inhibition, % at 13.8 µM; hit rate 0.43% among 370,000; in the data active means inhibition above about 24%; further: 0% = median of the test wells and 100% = reference compound wells
BioA inh – M. tuberculosis BioA enzyme inhibitors, primary screen, biochemical, plate reader, single point, HTS; 7,8-diaminopelargonic acid synthase BioA (Mycobacterium tuberculosis); purified M. tuberculosis BioA enzyme; inhibition, % at 9.99 µM; hit rate 0.096% among 360,000; in the data active means inhibition above about 40%; inconclusive means no clear call, values can overlap the other calls
CCHF vOTU inh – CCHFV vOTU protease inhibitors, primary screen, biochemical, Pep-AMC substrate, fluorescence; inhibition, % at 11.5 µM; Crimean-Congo hemorrhagic fever virus L polyprotein viral ovarian tumor (vOTU) protease …; hit rate 0.55% among 370,000; further: 0% = vehicle wells with enzyme and 100% = no enzyme wells
BoNT-F LC inh – BoNT/F light chain protease inhibitors, primary screen, biochemical, flow cytometry, MLPCN library; Botulinum neurotoxin type F light chain protease (Clostridium botulinum); Multiplex microsphere protease cleavage assay; inhibition, % at 10 µM; hit rate 0.22% among 360,000; AID 588497, 2011; in the data active means inhibition above about 35%, passing the limit was not always enough; inconclusive means no clear call, values can overlap the other calls; further: plate controls were buffer without enzyme for full effect and enzyme alone for no effect
Numbers without * were called inactive. Unless noted, no stated cut-off is given here; in the data, active means inhibition above about 30%; inactive means the rest.

`COc1cc2c(cc1OC)CN(C(=O)CNC(=O)c1ccc(OC(F)F)cc1)CC2` gave Mtb UGM inh -0.7, FBA Mtb inh 1, BoNT A protease 3.4, GDH-TPI counter 6, FadD28 FP inh -2.8, PrPC surface inh -2, BioA inh -0.2, CCHF vOTU inh 8 and BoNT-F LC inh 1.
Screening COc1cc(CNc2ncn[nH]2)ccc1OCC(=O)NC(C)(C)C returned Mtb UGM inh 2.0, FBA Mtb inh 4, BoNT A protease -0.2, GDH-TPI counter -4, FadD28 FP inh -0.1, PrPC surface inh 4, BioA inh -3.0, CCHF vOTU inh -13 and BoNT-F LC inh -8.
For CCC1CCCCN1C(=O)COc1ccccc1NC(C)=O (stereo not drawn) the results were Mtb UGM inh 2.1, FBA Mtb inh -1, BoNT A protease -0.9, GDH-TPI counter 3, FadD28 FP inh 0.8, PrPC surface inh -4, CCHF vOTU inh 4 and BoNT-F LC inh -12.
For CCC(C)OC(=O)C1=C(C)OC23OC(N)=C(C#N)C12C(=O)c1ccccc13 (stereo not drawn) the results were Mtb UGM inh -1.2, FBA Mtb inh -3, BoNT A protease -0.8, GDH-TPI counter 11, FadD28 FP inh -2.6, PrPC surface inh 2, CCHF vOTU inh 13 and BoNT-F LC inh 4.
Cc1oc(-c2ccccc2F)nc1CN1CCC(C(=O)NCc2cccnc2)CC1 was read as Mtb UGM inh 0.3, FBA Mtb inh 5, BoNT A protease 1.2, GDH-TPI counter -11, FadD28 FP inh -2.2, PrPC surface inh -8, BioA inh 2.6, CCHF vOTU inh 6 and BoNT-F LC inh 1.
For O=C(Nc1cccc(Cl)c1)c1cccc(Oc2ccc([N+](=O)[O-])cc2Cl)c1 the results were Mtb UGM inh -2.8, FBA Mtb inh -3, BoNT A protease -0.4, GDH-TPI counter 18, FadD28 FP inh -2.7, PrPC surface inh 11, BioA inh -0.1, CCHF vOTU inh 4 and BoNT-F LC inh -2.
`Cc1ccccc1Nc1nnc(SCC(=O)c2cc3ccccc3o2)s1` gave Mtb UGM inh -1.4, FBA Mtb inh 5, BoNT A protease 3.5, GDH-TPI counter 16, FadD28 FP inh -1.6, PrPC surface inh 8, CCHF vOTU inh -9 and BoNT-F LC inh -12.
Screening CC(=O)CC(C)(C)Nc1nc2ccc([N+](=O)[O-])cc2o1 returned Mtb UGM inh 2.8, FBA Mtb inh -3, BoNT A protease inconclusive, GDH-TPI counter 15, FadD28 FP inh -1.0, PrPC surface inh -7, CCHF vOTU inh 14 and BoNT-F LC inh inconclusive.
For Cc1ccc(-n2c(-c3cnccn3)n[nH]c2=S)cc1 the results were Mtb UGM inh 1.0, FBA Mtb inh -1, BoNT A protease -0.5, GDH-TPI counter 10, FadD28 FP inh -0.9, PrPC surface inh -1, CCHF vOTU inh 30* and BoNT-F LC inh -3.
Screening CCSC1=NN1c1cc(C)nc(N)n1 returned Mtb UGM inh 0.0, FBA Mtb inh 0, BoNT A protease 0.6, GDH-TPI counter -1, FadD28 FP inh -4.8, PrPC surface inh -5, BioA inh -0.3, CCHF vOTU inh 5 and BoNT-F LC inh 2.
`COc1ccccc1OCCNC(=O)Nc1cc(F)c(F)cc1Cl` gave Mtb UGM inh 2.1, FBA Mtb inh 5, BoNT A protease -1.9, GDH-TPI counter -2, FadD28 FP inh -2.8, PrPC surface inh -3, BioA inh -0.1, CCHF vOTU inh 3 and BoNT-F LC inh inconclusive.
c1ccc(-[n+]2nc(Nc3cccc4ccccc34)sc2-c2c3ccccc3cc3ccccc23)cc1 was read as Mtb UGM inh -1.2, FBA Mtb inh -4, BoNT A protease -0.1, GDH-TPI counter 24, FadD28 FP inh -2.0, BioA inh -1.9 and BoNT-F LC inh -53.

Of the compounds above, 2 contain a nitro group on carbon.
For O=C(Nc1cccc(Cl)c1)c1cccc(Oc2ccc([N+](=O)[O-])cc2Cl)c1 the results were Mtb UGM inh -2.8, FBA Mtb inh -3, BoNT A protease -0.4, GDH-TPI counter 18, FadD28 FP inh -2.7, PrPC surface inh 11, BioA inh -0.1, CCHF vOTU inh 4 and BoNT-F LC inh -2.
Screening CC(=O)CC(C)(C)Nc1nc2ccc([N+](=O)[O-])cc2o1 returned Mtb UGM inh 2.8, FBA Mtb inh -3, BoNT A protease inconclusive, GDH-TPI counter 15, FadD28 FP inh -1.0, PrPC surface inh -7, CCHF vOTU inh 14 and BoNT-F LC inh inconclusive.

(more compounds)
COc1cccc(C(=O)NNC(=O)/C=C/c2ccccc2)c1 was read as Mtb UGM inh 0.0, FBA Mtb inh -1, BoNT A protease -3.4, GDH-TPI counter 4, FadD28 FP inh -0.5, PrPC surface inh 2, BioA inh -0.4, CCHF vOTU inh 3 and BoNT-F LC inh 0.
COc1ccc(-c2ccc(C(=O)Nc3cccc(NS(C)(=O)=O)c3)c3occc23)c(C)c1 was read as FBA Mtb inh -2, BoNT A protease -0.2, GDH-TPI counter 3, FadD28 FP inh -1.1, PrPC surface inh 10, BioA inh -1.3, CCHF vOTU inh 4 and BoNT-F LC inh -7.
For OCCn1c(-c2ccccc2)csc1=Nc1ccccc1 the results were Mtb UGM inh 1.5, FBA Mtb inh 3, BoNT A protease -1.8, GDH-TPI counter -1, FadD28 FP inh -2.5, PrPC surface inh 5, CCHF vOTU inh 0 and BoNT-F LC inh -5.
For COc1ccccc1/C=N/NC(=O)c1ccc(Cn2nc([N+](=O)[O-])cc2C)cc1 the results were Mtb UGM inh 2.0, FBA Mtb inh -2, BoNT A protease 0.9, GDH-TPI counter 25, FadD28 FP inh -8.3, PrPC surface inh -14, CCHF vOTU inh 16 and BoNT-F LC inh -1.
For COc1cc(/C=C/c2nc3ccccc3c(=O)n2-c2ccccc2O)ccc1O the results were Mtb UGM inh -6.6, FBA Mtb inh -5, BoNT A protease 0.6, GDH-TPI counter 24, FadD28 FP inh 3.7, PrPC surface inh -13, BioA inh 7.5, CCHF vOTU inh 17 and BoNT-F LC inh -11.
Cn1c(NC(=O)C[n+]2cc(-c3ccccc3)n3c2CCC3)cc(=O)n(C)c1=O was read as Mtb UGM inh 2.5, FBA Mtb inh -3, BoNT A protease 0.0, GDH-TPI counter 0, FadD28 FP inh -1.5, PrPC surface inh -1, BioA inh 5.8, CCHF vOTU inh -7 and BoNT-F LC inh -2.
Screening Nc1ccc2ccc(O)cc2c1 returned FBA Mtb inh 7, BoNT A protease -0.6, GDH-TPI counter 13, FadD28 FP inh 2.1, PrPC surface inh -9, BioA inh -1.8, CCHF vOTU inh 6 and BoNT-F LC inh -21.
Screening NC(=O)c1ccsc1NC(=O)CSc1nnc2ccccn12 returned Mtb UGM inh 1.0, FBA Mtb inh 6, BoNT A protease 0.6, GDH-TPI counter 5, FadD28 FP inh 0.6, PrPC surface inh -6, BioA inh -1.1, CCHF vOTU inh -9 and BoNT-F LC inh 2.
Screening CCN1CCN(C(=O)c2ccc3c(=O)n(CCC4=CCCCC4)c(=O)[nH]c3c2)CC1 returned Mtb UGM inh -0.5, FBA Mtb inh 1, BoNT A protease 0.1, GDH-TPI counter 1, FadD28 FP inh -1.6, PrPC surface inh 6, BioA inh -4.7, CCHF vOTU inh 17 and BoNT-F LC inh -8.
Cc1ccc(N2CCC(N3CCN(C4CCCCC4)C(CCO)C3)CC2)cc1 (stereo not drawn) was read as Mtb UGM inh -0.3, FBA Mtb inh -4, BoNT A protease 0.3, GDH-TPI counter -3, FadD28 FP inh -3.7, PrPC surface inh 4, BioA inh 0.3, CCHF vOTU inh -5 and BoNT-F LC inh -3.
`Fc1ccc(N2Cc3ccsc3C=N2)cc1` gave Mtb UGM inh -0.9, FBA Mtb inh 4, BoNT A protease -2.2, GDH-TPI counter 3, FadD28 FP inh -0.1, PrPC surface inh -8, CCHF vOTU inh 2 and BoNT-F LC inh -7.
`COc1ccc(/C=N\NC(=O)C2COc3ccccc3O2)cc1O` (stereo not drawn) gave Mtb UGM inh -0.9, FBA Mtb inh -1, GDH-TPI counter 17, FadD28 FP inh -1.6, PrPC surface inh 3 and CCHF vOTU inh 0.
COc1ccc2nc(/N=C/c3cccc(OC)c3O)sc2c1 was read as Mtb UGM inh -3.5, FBA Mtb inh 2, BoNT A protease 2.0, GDH-TPI counter -10, FadD28 FP inh -3.1, PrPC surface inh 2, BioA inh -1.0, CCHF vOTU inh -14 and BoNT-F LC inh -10.
`CCCn1c2ccccc2c2nc3ccccc3nc21` gave Mtb UGM inh 2.9, FBA Mtb inh 4, BoNT A protease 57*, GDH-TPI counter 17, FadD28 FP inh -4.7, PrPC surface inh -8, BioA inh 1.6, CCHF vOTU inh 11 and BoNT-F LC inh -6.
Screening Cc1nn(C)c(C(=O)N2CCc3ccccc32)c1Br returned Mtb UGM inh 1.1, FBA Mtb inh 2, BoNT A protease -1.2, GDH-TPI counter 9, FadD28 FP inh -3.0, PrPC surface inh 2, BioA inh -1.6, CCHF vOTU inh -6 and BoNT-F LC inh -6.
`C[C@H](NC(=O)c1nc[nH]c1C(=O)N[C@@H](C)c1ccccc1)c1ccccc1` gave Mtb UGM inh -2.7, FBA Mtb inh -2, BoNT A protease -0.6, GDH-TPI counter 1, FadD28 FP inh -3.3, PrPC surface inh 1, BioA inh 0.8, CCHF vOTU inh 2 and BoNT-F LC inh -2.
`Cc1nc2ncnn2c(C)c1CCC(=O)NCCc1ccccc1` gave Mtb UGM inh -0.9, FBA Mtb inh 5, BoNT A protease 0.7, GDH-TPI counter 5, FadD28 FP inh 1.3, PrPC surface inh 1, CCHF vOTU inh -10 and BoNT-F LC inh 6.
`O=C(c1cccs1)N1CCC(C(=O)O)(c2ccccc2)CC1` gave FBA Mtb inh 1, BoNT A protease -0.5, GDH-TPI counter 0, FadD28 FP inh -1.4, PrPC surface inh -2, BioA inh -1.1, CCHF vOTU inh 2 and BoNT-F LC inh -9.
Screening CCC1(c2ccc(F)cc2)NC(=O)N(CC(=O)Nc2ccc(N3CCCCC3)cc2)C1=O (stereo not drawn) returned Mtb UGM inh 1.3, FBA Mtb inh -1, BoNT A protease 2.3, GDH-TPI counter 8, FadD28 FP inh 2.7, PrPC surface inh 0, BioA inh 0.6, CCHF vOTU inh -2 and BoNT-F LC inh 0.
O=C(CSc1nnnn1C1CCCCC1)NCc1cccc(C(=O)O)c1 was read as Mtb UGM inh -1.2, FBA Mtb inh 2, BoNT A protease -0.7, GDH-TPI counter -7, FadD28 FP inh -2.1, PrPC surface inh -4, BioA inh 0.8, CCHF vOTU inh -5 and BoNT-F LC inh -1.
Screening Clc1ccccc1CSC1=NCCCN1 returned Mtb UGM inh 0.0, FBA Mtb inh -1, BoNT A protease 1.0, GDH-TPI counter -5, FadD28 FP inh -3.9, PrPC surface inh -7, CCHF vOTU inh -4 and BoNT-F LC inh -8.
`C=CCOC(=O)C1=C[C@H](c2coc3ccccc3c2=O)C[C@H](OCc2ccc(CO)cc2)O1` gave Mtb UGM inh 1.5, FBA Mtb inh -2, BoNT A protease 2.3, GDH-TPI counter 1, FadD28 FP inh -0.9, PrPC surface inh 3, BioA inh -0.9, CCHF vOTU inh 9 and BoNT-F LC inh 18.
`COCCn1c(N)c(NCc2ccccc2)c(=O)[nH]c1=O` gave Mtb UGM inh 2.9, FBA Mtb inh 10, BoNT A protease -2.8, GDH-TPI counter -3, FadD28 FP inh 0.3, PrPC surface inh 3, BioA inh -1.5, CCHF vOTU inh -8 and BoNT-F LC inh 12.
Screening CCOc1ccc(N2C(=O)C(=O)/C(=C(/O)c3ccccc3)C2c2ccccc2[N+](=O)[O-])cc1 (stereo not drawn) returned Mtb UGM inh 2.5, FBA Mtb inh 1, BoNT A protease -1.2, GDH-TPI counter 15, FadD28 FP inh -0.3, PrPC surface inh -3, CCHF vOTU inh 0 and BoNT-F LC inh -3.
Screening COc1ccc2c(c1OC)C(=O)N(c1ccc(F)cc1)C2 returned Mtb UGM inh 0.3, FBA Mtb inh 9, BoNT A protease -1.5, GDH-TPI counter 11, FadD28 FP inh -1.2, PrPC surface inh 9, BioA inh 1.3, CCHF vOTU inh -17 and BoNT-F LC inh 3.
